LDHA block: inhibitors of human lactate dehydrogenase A | P00338 | purified LDHA, NADH/diaphorase-resazurin fluorescence; hits give low values | activity change, % (values are at about 110 or 230 µM) | hit rate 0.15% among 480,000; in the data active = activity change below about -30%; inconclusive = mostly about -25% to -30%;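 note: plate controls were DMSO wells for no effect and wells without enzyme for full effect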
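Remaining NADH was detected by diaphorase (0.133 mg/mL) converting 37 µM resazurin to fluorescent resorufin, read at 0 and 20 minutes. The preceding 5-minute room-temperature reaction used 2 nM LDHA, 0.2 mM sodium pyruvate and 0.06 mM NADH at pH 7.4.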
Anesthetic bind: candidate novel general anesthetic via apoferritin binding. P02791. apoferritin/1-aminoanthracene competitive binding, fluorescence. Potency, µM (series often up to 77.5 µM), for inactives: top-dose activity change, negative = displacement, most hits filed as inhibitors. hit rate 0.074% among 350,000; note: potency is the fitted concentration of half-maximal effect; % is set by controls: 0 for no effect and ±100 for the full control effect; nearly all actives have a fitted effect of over 20% in size
Target sequence (P02791 2-175 limits assumed): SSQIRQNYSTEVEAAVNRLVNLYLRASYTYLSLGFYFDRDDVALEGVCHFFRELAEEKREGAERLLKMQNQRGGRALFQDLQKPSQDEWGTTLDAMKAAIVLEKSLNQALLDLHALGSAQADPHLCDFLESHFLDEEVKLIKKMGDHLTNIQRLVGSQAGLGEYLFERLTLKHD
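In PBS, apoferritin at 10 uM is loaded with 1-AMA from a 50% saturated solution. After 10 min of compound exposure at ambient temperature, reduced 535 nm fluorescence indicates probe displacement.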
APEX1 inh: blocks human APE1 abasic DNA cleavage. P27695. AID 2517. recombinant APE1, TAMRA/BHQ-2 abasic DNA cleavage fluorescence. hit rate 0.35% among 350,000. Potency, µM (doses to about 65.8 µM), for inactives: top-dose activity change, negative = inhibition, most hits filed as inhibitors;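 note: potency is the fitted concentration of half-maximal effect; plate controls were vehicle for no effect and reference inhibitor for full effect; nearly all actives have a fitted effect of over 55% in size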
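Compound pre-exposure to 0.75 nM APE1, 15 min at ambient temperature. Reaction initiated with 50 nM TAMRA/BHQ-2 THF substrate, read immediately in kinetic mode, 525 nm excitation, 598 nm emission.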
Pol beta inh: blocks human DNA polymerase beta activity | hit rate 1.3% among 340,000 | Potency, µM (titrated, usually from 114 µM), without a hit: top-dose activity change, negative = inhibition, hits mostly inhibitors | P06746 | Pol beta primer extension/strand displacement, fluorescence kinetic; note: potency is the fitted concentration of half-maximal effect; % is set by controls: 0 for no effect and ±100 for the full control effect
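Human Pol beta at 10 nM; strand-displacement substrate 50 nM final. Compound exposure 15 min at room temperature before start, reaction 10 min at room temperature.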
POLH inh: inhibitors of human DNA polymerase eta. recombinant Pol eta, fluorescent DNA replication assay. Potency, µM (titrated, usually from 114 µM), for the others: at the highest dose activity change, negative = inhibition, usual class: inhibitors. hit rate 1.2% among 390,000. AID 588591; note: potency is the fitted concentration of half-maximal effect; % is set by controls: 0 for no effect and ±100 for the full control effect
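Fluorescent replication assay: 50 nM final substrate added after a 15 min room-temperature compound preincubation with 10 nM enzyme. Signal taken at 0 min and again at 10 min.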
ERG-DNA inh: blocks human ERG Ets domain binding to DNA | P11308 | fluorescence polarization, His-ERG Ets domain / labelled DNA | Potency, µM (highest dose often 76.9 µM), for inactives: at the top dose FP activity, negative = inhibition, hits mostly inhibitors | hit rate 0.028% among 370,000 | AID 624246; active = well fitted inhibition curve with a large enough effect in the polarisation, with a control signal flat; inconclusive = small, poorly fitted or top-dose-only effect, or effect the other way, or a change in a side signal; inactive = no such curve, though single readings can be large or run the other way; the % refers to the polarisation;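 note: polarization taken with two DNA probes labelled with fluorescein and Texas red; potency is the fitted concentration of half-maximal effect; % of control where 0% means no effect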
Target sequence (P11308 whole entry, looked up, the tested form may be a part): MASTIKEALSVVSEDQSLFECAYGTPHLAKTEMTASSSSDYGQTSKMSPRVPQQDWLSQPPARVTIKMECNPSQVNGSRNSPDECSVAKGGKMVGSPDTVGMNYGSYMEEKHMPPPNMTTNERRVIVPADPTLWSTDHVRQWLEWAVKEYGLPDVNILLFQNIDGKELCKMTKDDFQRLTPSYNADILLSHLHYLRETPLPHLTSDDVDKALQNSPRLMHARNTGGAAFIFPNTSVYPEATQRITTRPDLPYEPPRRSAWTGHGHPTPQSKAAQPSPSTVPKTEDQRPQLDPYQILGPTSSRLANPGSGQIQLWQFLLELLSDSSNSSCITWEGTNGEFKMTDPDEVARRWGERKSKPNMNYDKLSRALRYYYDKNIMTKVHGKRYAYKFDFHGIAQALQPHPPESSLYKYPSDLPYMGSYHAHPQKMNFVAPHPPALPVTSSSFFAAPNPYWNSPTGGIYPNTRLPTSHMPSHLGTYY
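His-tagged ERG Ets domain (1 uM in the protein solution; 300mM KCl, 50mM Tris-HCl, 1mM EDTA, 1mM DTT, pH 7.5) received compound, then a probe mix of 5 nM fluorescein-DNA and 100nM Texas-615-DNA. Fluorescence polarization was read for both dyes.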
RGS4 inhibitor: inhibitors of human regulator of G protein signaling 4; P49798; Transcreener GDP fluorescence polarization, RGS4-accelerated GTP hydrolysis; Potency, µM (doses to about 114 µM), for the others: at the top dose activity change, negative = inhibition, actives largely listed as inhibitors; hit rate 0.039% among 390,000; note: potency is the fitted concentration of half-maximal effect; % is set by controls: 0 for no effect and ±100 for the full control effect; nearly all actives have a fitted effect of over 75% in size; some results filed as inactive show a strong effect at the top dose
Target sequence (P49798 whole entry, looked up): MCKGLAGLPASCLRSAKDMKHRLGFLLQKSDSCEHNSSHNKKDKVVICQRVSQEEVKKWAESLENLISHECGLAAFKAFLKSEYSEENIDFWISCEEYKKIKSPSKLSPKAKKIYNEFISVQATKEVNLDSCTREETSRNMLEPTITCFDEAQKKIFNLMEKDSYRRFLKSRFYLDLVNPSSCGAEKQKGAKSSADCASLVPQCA
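MLSMR compounds (23 nl, pin-transferred) preincubated 10 min at room temperature with a 500nM (2x) first reagent, then RGS4 at 900nM (2x) plus Transcreener GDP mix added; fluorescence polarization (620/688 nm) read before and after 90 min at 30 °C.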
Pol kappa inh: inhibitors of human DNA polymerase kappa | AID 588579 | Q9UBT6 | hit rate 0.53% among 400,000 | Potency, µM (series often up to 107 µM), without a hit: top-dose activity, negative = inhibition, hits mostly inhibitors | purified Pol kappa, fluorescent DNA synthesis assay, 10 min; note: potency is the fitted concentration of half-maximal effect; % is set by controls: 0 for no effect and ±100 for the full control effect
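Enzyme at 10 nM met test compounds for 15 min at room temperature. Substrate addition (50 nM final) began the reaction, which was monitored by fluorescence at 0 and 10 min.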
ALOX12 inh: inhibitors of human 12S-lipoxygenase ALOX12; P18054; purified 12hLO, xylenol orange hydroperoxide absorbance; Potency, µM (highest dose often 108 µM), inactives show at the highest dose activity change, negative = inhibition, usual class: inhibitors; hit rate 1.1% among 580,000; note: potency is the fitted concentration of half-maximal effect; % is set by controls: 0 for no effect and ±100 for the full control effect
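Purified human 12hLO at 150 nM in 25 mM Hepes, 0.01% Triton X-100, pH 7.0, preincubated 15 min at room temperature with compound. Reaction started with 40 uM arachidonic acid, 30 min at room temperature. Hydroperoxide measured by Fe-xylenol orange, 573/405 nm absorbance ratio.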
* hit, by the source's call; i = inactive; ? = inconclusive; . = no result given; [ ] = dose if it differs, or a comment. Unless noted, calls come from the whole dose curve; as a rule, active = well fitted curve in the direction sought with a large enough effect; inconclusive = small, poorly fitted or top-dose-only effect, or another doubt; inactive = no such curve, though single readings can be large; an effect the other way counts as inactive or inconclusive.

#1 CC(=O)Nc1ccc(S(=O)(=O)NCCC(=O)N2CCC(Cc3ccccc3)CC2)cc1
#2 COc1ccc(NS(=O)(=O)c2cc(NC(=O)c3ccco3)ccc2N2CCCC2)cc1
#3 COC(=O)c1ccccc1NC(=O)c1ncoc1-c1ccco1
#4 CCN(CC)S(=O)(=O)c1cccc(C(=O)OCC(=O)N2CC(=O)Nc3ccccc32)c1
#5 CCCCC(CC)CNC(=O)CC1Nc2c3ccccc3nc(=S)n2C1=O (stereo not given)
#6 CCCn1c(C)cc(C(=O)Cn2nnc3ccccc3c2=O)c1C

entry no.	1	2	3	4	5	6
LDHA block	-1	-2	-6	-14	-6	-2
Anesthetic bind	.	1%	-7%	?	-3%	?
APEX1 inh	0%	-7%	.	-7%	20%	-1%
Pol beta inh	.	0%	2%	0%	?	28%
POLH inh	-6%	3%	-11%	4%	-17%	-3%
ERG-DNA inh	.	.	-3%	-6%	7%	-10%
RGS4 inhibitor	-3%	7%	13%	8%	-14%	11%
Pol kappa inh	-6%	-2%	2%[60.1 µM]	-6%	-1%	-6%
ALOX12 inh	12%	-11%	-20%	0%	-4%	0%

Record cards (already shown). Order of values: LDHA block | Anesthetic bind | APEX1 inh | Pol beta inh | POLH inh | ERG-DNA inh | RGS4 inhibitor | Pol kappa inh | ALOX12 inh
`CCN(CC)S(=O)(=O)c1cccc(C(=O)OCC(=O)N2CC(=O)Nc3ccccc32)c1` is listed with -14 | ? | -7% | 0% | 4% | -6% | 8% | -6% | 0%
`CCCCC(CC)CNC(=O)CC1Nc2c3ccccc3nc(=S)n2C1=O` (stereo not given) is listed with -6 | -3% | 20% | ? | -17% | 7% | -14% | -1% | -4%
`COc1ccc(NS(=O)(=O)c2cc(NC(=O)c3ccco3)ccc2N2CCCC2)cc1` is listed with -2 | 1% | -7% | 0% | 3% | . | 7% | -2% | -11%

Continuation:
#7 CC(C)(C)c1ccc(OCC(=O)N2CCN(c3ncccn3)CC2)cc1
#8 CC(=O)Nc1ccc(S(=O)(=O)N2CCN(C(=O)c3ncoc3-c3ccc(C)cc3)CC2)cc1
#9 O=C1[C@@H]2Cc3c([nH]c4ccccc34)CN2C(=O)CN1CCO
#10 CS(=O)(=O)N(CC(=O)N1CCc2ccccc2C1)c1ccccc1F
#11 CC(C)CSC1=NSC2=NC(=O)/C(=C\c3ccccc3)C(=N)N12
#12 CCn1c(SCC(=O)Nc2ccc(N3CCOCC3)cc2)nnc1-c1ccco1

entry no.	7	8	9	10	11	12
LDHA block	-4	-3	-6	0	-1	-5
Anesthetic bind	-20%	-1%	-1%	.	-21%	.
APEX1 inh	17%	72%[activator]	34%	.	2%	8%
Pol beta inh	3%	8%	3%	.	1%	.
POLH inh	-6%	-23%	-15%	-21%	-28%	-6%
ERG-DNA inh	-2%	-9%	14%	-3%	30%	-7%
RGS4 inhibitor	23%	-20%	-8%	2%	-8%	27%
Pol kappa inh	-6%	0%	0%	5%	-2%	-15%
ALOX12 inh	.	-2%	0%	-11%	-20%	-3%

#13 CN=C1SC(CC(=O)Nc2cccc(Cl)c2Cl)C(=O)N1C (stereo not given)
#14 O=C(CNC(=O)c1cccs1)Nc1cccc(S(=O)(=O)N2CCOCC2)c1
#15 O=C(NCCN1CCN(C(=O)c2cccc(Br)c2)CC1)C(=O)Nc1ccc(Br)cc1
#16 O=C(C1CC1)N(Cc1ccco1)c1nc(-c2ccccc2)cs1
#17 CCCCOC(=O)NCN1C(=O)C2C3C=CC(C3)C2C1=O (stereo not given)
#18 O=C(Nc1cc(Cl)cc(Cl)c1)N1CCCC1

entry no.	13	14	15	16	17	18
LDHA block	-7	-10	-8	-2	-8	-3
Anesthetic bind	-10%	.	-3%	-10%	-8%	-4%
APEX1 inh	-9%	6%	28%	-4%	10%	2%
Pol beta inh	36%	.	24%	10%	1%	?
POLH inh	3%	-8%	-21%	-4%	-16%	-10%
ERG-DNA inh	3%	-1%	4%	2%	-11%	-5%
RGS4 inhibitor	8%	-30%	12%	-4%	-17%	-15%
Pol kappa inh	-2%	2%	-1%	-20%	1%	-10%
ALOX12 inh	29%	6%	-23%	-5%	0%	0%

#19 Cc1ccn2c(C(=O)CSc3ccc(Cl)cc3Cl)c(C)nc2c1
#20 NC(=O)c1cccc(NC(=O)CCCCC(=O)Nc2cccc(C(N)=O)c2)c1
#21 Cc1ccc(OCC(=O)N2CCN(S(=O)(=O)c3ccccc3)CC2)c([N+](=O)[O-])n1
#22 COc1cc(OC)cc(C(=O)N2CCN(C(=O)c3cccc(F)c3)CC2)c1
#23 O=C(CSc1nnc(CNC(=O)c2cccc(C(F)(F)F)c2)o1)NCc1ccco1
#24 CS(=O)(=O)c1ccc(SCC(=O)NC2CCS(=O)(=O)C2)c([N+](=O)[O-])c1 (stereo not given)

entry no.	19	20	21	22	23	24
LDHA block	-6	0	-2	-4	-8	5
Anesthetic bind	-10%	4%	0%	-8%	-10%	-14%
APEX1 inh	0%	6%	0%	-1%	29%	0%
Pol beta inh	10%	42%	-16%	19%	40%	0%
POLH inh	-14%	-5%	-5%	3%	-5%	-8%
ERG-DNA inh	3%	-11%	-3%	-5%	-5%	2%
RGS4 inhibitor	-20%[11.4 µM]	-2%	1%	56%[activator]	-17%	-11%
Pol kappa inh	-6%	5%	-5%	-15%	2%	0%
ALOX12 inh	.	-5%	-2%	26%	i	-29%

The last 4 compounds of the section before come first, to join the parts.
#21 Cc1ccc(OCC(=O)N2CCN(S(=O)(=O)c3ccccc3)CC2)c([N+](=O)[O-])n1
#22 COc1cc(OC)cc(C(=O)N2CCN(C(=O)c3cccc(F)c3)CC2)c1
#23 O=C(CSc1nnc(CNC(=O)c2cccc(C(F)(F)F)c2)o1)NCc1ccco1
#24 CS(=O)(=O)c1ccc(SCC(=O)NC2CCS(=O)(=O)C2)c([N+](=O)[O-])c1 (stereo not given)
#25 CCN(CC)CCNC(=O)c1ccc(NS(=O)(=O)c2ccc3c(c2)OCCO3)cc1
#26 CC(C)N(Cc1nnc(-c2ccc(Cl)cc2)o1)C(=O)c1cc2ccccc2o1
#27 COc1cccc(SCC2(O)CCN(C(=O)c3ccc(Cl)cc3)CC2)c1
#28 CCN(c1ccccc1)S(=O)(=O)c1ccc(OC)c(NC(=O)C2CC2)c1
#29 O=C(Nc1ccc(N2CCCCC2)c(Cl)c1)c1ncn[nH]1
#30 COCCCn1c(SCC(=O)Nc2oc(C)c3c(C)n[nH]c(=O)c23)nc2sc3c(c2c1=O)CCC3

entry no.	21	22	23	24	25	26	27	28	29	30
LDHA block	-2	-4	-8	5	-1	2	0	-2	-5	-1
Anesthetic bind	0%	-8%	-10%	-14%	-21%	.	-6%	.	?	.
APEX1 inh	0%	-1%	29%	0%	-2%	4%	14%	12%	1%	-7%
Pol beta inh	-16%	19%	40%	0%	?	.	8%	.	8%	.
POLH inh	-5%	3%	-5%	-8%	-6%	-15%	-5%	0%	-19%	-1%
ERG-DNA inh	-3%	-5%	-5%	2%	8%	5%	-6%	-7%	3%	-7%
RGS4 inhibitor	1%	56%[activator]	-17%	-11%	5%	3%	-3%	9%	18%	-6%
Pol kappa inh	-5%	-15%	2%	0%	-5%	-14%	-15%	-13%	-3%	-13%
ALOX12 inh	-2%	26%	i	-29%	-12%	6%	-16%	-4%	1%	?

#31 CCOC(=O)c1[nH]c2cc3c(cc2c1NC(=O)CN1CCc2ccccc2C1)OCO3
#32 O=C(O)Cn1nc(-c2ccccc2)ccc1=O
#33 O=S(=O)(c1ccc(SCCOc2cccc(Br)c2)nc1)N1CCCC1
#34 C/C(=N\NC(=O)c1cc(C)[nH]n1)c1ccc(-c2ccccc2)cc1
#35 Cc1ccc(Cn2c(CNS(=O)(=O)c3c(C)cc(C)cc3C)nc3cccnc32)cc1
#36 Cc1ccccc1-c1nc(CS(=O)(=O)CC(=O)NC2CCCCC2C)c(C)o1 (stereo not given)

entry no.	31	32	33	34	35	36
LDHA block	6	4	-4	-2	3	0
Anesthetic bind	-6%	0%	.	5%	-5%	?
APEX1 inh	4%	4%	9%	6%[12.4 µM]	.	2%
Pol beta inh	6%	21%	.	-2%	9%	6%
POLH inh	2%	-8%	-4%	-18%	-18%	-16%
ERG-DNA inh	5%	8%	24%	-1%	8%	0%
RGS4 inhibitor	17%[11.4 µM]	-50%	25%	6%	11%	15%[11.4 µM]
Pol kappa inh	-7%	-2%	-4%	8%	-3%[60.1 µM]	0%
ALOX12 inh	-11%	?	95%[activator]	15%	?	-4%

#37 CCN(CC)C(=O)c1c(-c2ccccc2)oc2ccc(OC)cc12
#38 Cc1nc2ccccc2n1Cc1ccc(Cl)cc1
#39 C=C(C)CNC(=S)Nc1cccc(N)n1
#40 COc1cc(OC)cc(C(=O)N2CCN(C(=O)COc3ccc4ccccc4c3)CC2)c1
#41 Cc1cccc(C)c1NC(=O)C1(NC(=O)c2cnccn2)CCCCC1

entry no.	37	38	39	40	41
LDHA block	-8	-2	-9	1	-11
Anesthetic bind	-2%	-6%	-11%	-14%	-16%
APEX1 inh	-3%	-10%	1%	-4%	-1%
Pol beta inh	-20%	38%	-12%	13%	13%
POLH inh	-7%	-7%	-17%	-10%	-3%
ERG-DNA inh	23%	-4%	4%	.	5%
RGS4 inhibitor	1%	10%	-16%	-13%	12%
Pol kappa inh	-7%	-3%	0%	-7%	-2%
ALOX12 inh	-2%	23%	?	3%	14%

Assay outcomes (PubChem BioAssay)

Not all compounds are listed; rates above refer to the full screens.
